# Lung fibro prol = blocks proliferation of human lung fibroblasts; 85,000 tested, 1.1% active; LL 47 human lung fibroblast viability, ATP luminescence; stronger effect = lower value; viability, % at 10 µM;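 active means viability at or below 50% in the single dose screen; inactive means viability above 50%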;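 further: compound exposure lasted 72 h before the ATP readout; 100% = median luminescence of untreated cell-only wells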
#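 Test system: LL 47 human lung fibroblasts / Incubation: 72 h compound exposure at 37 °C after overnight plating / Technique: luminescent ATP detection, CellTiter-Glo / Compound dosing: 0.1% DMSO in all compound wells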
# HUVEC prolif 384 = blocks proliferation of human endothelial cells; viability, % at 10 µM (by protocol); 86,000 tested, 1.1% active; HUVEC proliferation, CellTiter-Glo luminescence, 72 h; stronger effect = lower value;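 active means viability at or below 30%; inactive means viability above 30%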;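 further: 100% = median luminescence of DMSO-only cell control wells on each plate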
# H69AR inhibit = blocks growth of human H69AR lung tumor cells | viability, % at 10 µM | 85,000 tested, 6% active | H69AR lung tumor viability, ATP luminescence, 72 h; stronger effect = lower value;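 active means viability at or below 40%; inactive means viability above 40%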;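 further: multidrug resistant small cell line overexpressing MRP-1 efflux transporter; 100% = mean luminescence of untreated control wells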
# PostGolgi ctrl = inhibits growth of the yeast control strain. efflux-deficient yeast background strain, growth absorbance A615, 16 h. inhibition, % at 10 µM. 98,000 tested, 5% active. AID 738; in the data active means inhibition above about 30%
# S1P2 agonist = agonists of human S1P2 receptor. AID 729. O95136. S1P2-expressing cell line, agonist reporter read-out. activation, % at 4.5 µM. 97,000 tested, 0.46% active; in the data active means activation above about 16%;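 further: 0% = vehicle low control and 100% = maximal reference agonist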
# Target sequence (O95136 whole entry, looked up): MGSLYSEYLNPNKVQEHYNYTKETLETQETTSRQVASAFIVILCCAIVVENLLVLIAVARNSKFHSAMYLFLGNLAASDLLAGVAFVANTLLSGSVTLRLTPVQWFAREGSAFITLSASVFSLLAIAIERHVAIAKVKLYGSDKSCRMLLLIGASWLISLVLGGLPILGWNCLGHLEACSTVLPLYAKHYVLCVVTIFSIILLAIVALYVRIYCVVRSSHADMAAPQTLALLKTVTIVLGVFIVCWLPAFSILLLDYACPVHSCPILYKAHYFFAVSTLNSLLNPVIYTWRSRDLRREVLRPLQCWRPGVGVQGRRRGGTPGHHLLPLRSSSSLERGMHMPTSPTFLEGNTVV
# sEH activator = activators of human soluble epoxide hydrolase; P34913; purified human sEH enzymatic activity, activator screen; activation, % at 2 µM; 91,000 tested, 0.04% active; in the data active means activation above about 37%; further: values of inactives mirror those of a sister screen read the other way
# Target sequence (P34913 whole entry, looked up): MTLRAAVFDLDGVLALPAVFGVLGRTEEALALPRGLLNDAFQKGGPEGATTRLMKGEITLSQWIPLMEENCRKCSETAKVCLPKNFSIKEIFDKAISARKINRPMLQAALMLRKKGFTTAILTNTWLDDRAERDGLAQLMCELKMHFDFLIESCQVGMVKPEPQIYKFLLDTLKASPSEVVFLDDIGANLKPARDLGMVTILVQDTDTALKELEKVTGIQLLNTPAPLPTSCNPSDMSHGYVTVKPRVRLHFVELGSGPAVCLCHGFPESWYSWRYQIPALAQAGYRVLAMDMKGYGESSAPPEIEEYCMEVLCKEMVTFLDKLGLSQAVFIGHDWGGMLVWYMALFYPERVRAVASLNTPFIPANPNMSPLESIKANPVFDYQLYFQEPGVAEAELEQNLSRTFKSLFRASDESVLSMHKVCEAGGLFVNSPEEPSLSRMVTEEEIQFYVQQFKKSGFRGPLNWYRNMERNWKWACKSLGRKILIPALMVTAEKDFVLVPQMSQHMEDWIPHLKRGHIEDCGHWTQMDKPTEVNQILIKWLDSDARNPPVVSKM
# sEH inh = blocks human soluble epoxide hydrolase activity; P34913; recombinant human sEH enzymatic activity assay; inhibition, % at 2 µM; 91,000 tested, 0.34% active; in the data active means inhibition above about 80%; further: values of inactives mirror those of a sister screen read the other way; many of its hits are not listed in these tables
# PTPN22 act = LYP (human) phosphatase activation; Q9Y2R2; recombinant LYP, DiFMUP fluorescence; 0 = plate median, 100 = signal doubled; activation, % at 2 µM; 96,000 tested, 0.11% active;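 active means activation at 2 µM above a set limit, the mean plus 5 SD, cut at about 37% in these data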
# S1P2 blocker = blocks the human S1P2 receptor | cell-based S1P2 antagonist assay, inhibition at 5 uM | inhibition, % at 5 µM | AID 736 | 97,000 tested, 0.21% active | O95136; in the data active means inhibition above about 45%;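 further: CRE beta-lactamase reporter cells expressing human S1P2 stimulated with S1P; 0% = agonist at EC80 alone and 100% = agonist plus reference antagonist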
# * hit, by the source's call; / = not tested or not shown. Not all compounds are listed; rates above refer to the full screens.
No.	SMILES	Lung fibro prol	HUVEC prolif 384	H69AR inhibit	PostGolgi ctrl	S1P2 agonist	sEH activator	sEH inh	PTPN22 act	S1P2 blocker
1	Nc1nc2ccc(N3CCOCC3)cc2s1	94	98	83	2	-3	-8	7	8	-2
2	CC(=O)C1=C(O)C(=O)N(Cc2cccnc2)C1c1ccccc1 (configuration not stated)	103	101	92	/	-7	6	-4	-1	-20
3	O=C(NCC1CCCO1)c1cccs1 (configuration not stated)	101	97	95	-10	-1	5	-5	-1	-5
4	CC(C)CC(=O)NC(=S)Nc1ccc(NC(=O)c2cccs2)cc1	/	/	/	0	-2	-21	23	-4	-13
5	CC(C)NC(=O)CCNC(=O)c1ccc(F)cc1	96	105	101	-8	-3	/	/	8	-5
6	COc1ccccc1NC(=O)C1CCCN(S(=O)(=O)c2cccc3nsnc23)C1 (configuration not stated)	99	97	83	8	2	-8	10	-6	7
7	Cc1cc(C(C)(C)C)oc1C(=O)N(CC(=O)NC1CCCC1)Cc1ccc(F)cc1	/	/	/	8	1	-11	11	-12	-11
8	c1ccc(-c2nc(CSc3nnnn3-c3ccccc3)cs2)cc1	101	115	89	49*	-3	13	-13	8	10
9	O=C1CCN(S(=O)(=O)c2ccccc2)N1	/	/	/	2	-1	7	-6	-3	0
10	Cc1ccc(-c2c(C)sc(NC(=O)C3C4CCC(O4)C3C(=O)O)c2C(=O)OC(C)C)cc1 (configuration not stated)	/	/	/	-1	-3	-3	3	-12	-9
11	Clc1ccc(-n2c(SC/C=C/c3ccccc3)nnc2-c2cccnc2)cc1	93	95	42	35*	0	2	-5	0	-26
12	CC1CCN(C(=O)CSc2nc3ccccc3[nH]2)CC1	121	118	103	2	/	/	/	/	/
13	CCOC(=O)c1ccc(NCc2ccc(N(C)C)cc2)cc1	92	80	85	17	-5	-5	3	-5	20
14	CC(N=C(NS(=O)(=O)c1ccc(Cl)cc1)c1ccccc1)C(=O)O (configuration not stated)	100	102	106	17	-6	6	-9	0	-5
15	CC(C)=CC(=O)OCC(=O)Nc1nc(C)c(Cl)cc1Cl	104	99	94	-4	/	/	/	/	/
16	COc1ccc(S(=O)(=O)N(CCc2ccccc2)CC(=O)O)cc1	97	99	90	2	0	4	-6	10	9

# Arranged by the number under sEH activator (largest number first): some entries from above.
cpd	Compound	sEH activator
9	O=C1CCN(S(=O)(=O)c2ccccc2)N1	7
16	COc1ccc(S(=O)(=O)N(CCc2ccccc2)CC(=O)O)cc1	4
11	Clc1ccc(-n2c(SC/C=C/c3ccccc3)nnc2-c2cccnc2)cc1	2
10	Cc1ccc(-c2c(C)sc(NC(=O)C3C4CCC(O4)C3C(=O)O)c2C(=O)OC(C)C)cc1 (configuration not stated)	-3
13	CCOC(=O)c1ccc(NCc2ccc(N(C)C)cc2)cc1	-5

# Other results
No.	SMILES	Lung fibro prol	HUVEC prolif 384	H69AR inhibit	PostGolgi ctrl	S1P2 agonist	sEH activator	sEH inh	PTPN22 act	S1P2 blocker
17	COc1ccc(C(=O)Nc2ccc3c(c2)OCO3)cc1OC	100	103	79	6	-4	/	/	2	7
18	COCCNC(=O)CCCCCNS(=O)(=O)c1ccc(C)cc1	95	88	96	-1	1	13	-15	3	-8
19	O=C(CSc1nc2ccccc2o1)Nc1cc(C(F)(F)F)ccc1N1CCOCC1	/	/	/	34*	-7	-6	4	2	-3
20	Cc1nn(Cc2ccc([N+](=O)[O-])cc2)c(=O)n1-c1ccccc1	/	/	/	9	-3	4	-5	12	-18
21	CCn1c(SCC(=O)N/N=C/C(C)=C/c2ccco2)nnc1-c1ccccc1	/	/	/	2	-4	-17	16	-9	-8
22	CCOc1ccc(N=CC2=C(O)CC(C)(C)CC2=O)cc1	93	76	40*	14	0	1	0	-1	4
23	CN(CC(CC(=O)Nc1nncs1)c1ccccc1)S(=O)(=O)c1ccccc1 (configuration not stated)	87	87	78	6	-5	-12	11	-11	10
24	CC(=O)/C(C(=N)N1CCN(C(c2ccccc2)c2ccccc2)CC1)=C(\C)O	/	81	92	16	-5	8	-8	-13	14

# Among those listed so far, these contain a Cl atom.
No.	SMILES	Lung fibro prol	HUVEC prolif 384	H69AR inhibit	PostGolgi ctrl	S1P2 agonist	sEH activator	sEH inh	PTPN22 act	S1P2 blocker
11	Clc1ccc(-n2c(SC/C=C/c3ccccc3)nnc2-c2cccnc2)cc1	93	95	42	35*	0	2	-5	0	-26
14	CC(N=C(NS(=O)(=O)c1ccc(Cl)cc1)c1ccccc1)C(=O)O (configuration not stated)	100	102	106	17	-6	6	-9	0	-5
15	CC(C)=CC(=O)OCC(=O)Nc1nc(C)c(Cl)cc1Cl	104	99	94	-4	/	/	/	/	/

# (listing goes on)
No.	SMILES	Lung fibro prol	HUVEC prolif 384	H69AR inhibit	PostGolgi ctrl	S1P2 agonist	sEH activator	sEH inh	PTPN22 act	S1P2 blocker
25	Cn1c(=O)[nH]c(=O)c2c1nc(CN1CCOCC1)n2Cc1ccc(F)cc1	106	94	97	4	/	/	/	/	/
26	CC(=O)c1c(N2CCCCC2)nc(=S)n(Cc2ccccc2)c1C	/	/	/	3	-10	-2	1	-3	3
27	CCc1nnc(NS(=O)(=O)c2ccc(N/C=C\C(=O)c3ccc(C)cc3)cc2)s1	/	/	/	21	-4	5	-6	1	7
28	COc1ccc(S(=O)(=O)N(CC(N)=O)C2CCCCC2)cc1Cl	103	92	101	-2	-12	7	-8	-3	-7
29	Clc1ccc(-c2nc3n(n2)Cc2ccccc2-3)cc1	69	76	45	/	-3	14	-14	1	-13
30	COc1cc2c(cc1OC)CN(C(=O)c1cc(S(=O)(=O)N3CCOCC3)ccc1Cl)CC2	105	112	74	1	-4	3	-6	5	-2
31	CCOc1cc(C(c2c(C)[nH][nH]c2=O)c2c(C)[nH][nH]c2=O)ccc1OC(=O)c1cccc([N+](=O)[O-])c1	112	89	100	2	-3	-2	4	-2	-1
32	Cc1ccnc(N2CCCC(C(=O)Nc3nnc(C)s3)C2)n1 (configuration not stated)	102	94	86	-1	/	/	/	/	/
33	Cc1cc(C(=O)CSc2nc3ccccc3n2CCC#N)c(C)n1Cc1cccs1	80	71	17*	10	-6	-2	4	26	6
34	Cc1ccc(-c2nnc(N(C)C(=O)c3ccncc3)s2)cn1	106	102	103	-4	-2	-7	7	6	11
35	O=C(CN1C(=O)S/C(=C/c2cccs2)C1=O)N1CCOCC1	/	/	/	10	-5	12	-11	10	3
36	CN(C(=O)COc1cc(=O)n(C)c2ccccc12)c1ccc(Cl)cc1	100	96	84	18	-2	/	/	-8	20
37	CC1=CC2=NC(=O)CC(C)(C(=O)N(CC(=O)NC(C)(C)C)Cc3cccs3)N2C=C1 (configuration not stated)	/	/	/	3	-2	-8	10	7	10
38	CCC(=O)N1CCc2cc(S(=O)(=O)NC(CC(C)C)C(=O)N3CCc4ccccc43)ccc21 (configuration not stated)	60	69	104	12	/	/	/	/	/
39	Cc1ccc(C(=O)NCc2ccco2)cc1Br	101	103	95	13	-3	5	-2	-5	3
40	O=C(COc1ccccc1)Nc1ccc(-c2nnc(-c3ccco3)o2)cc1	94	78	86	10	-5	-8	8	-4	13
41	CCOC(=O)c1c(C)n(C)c2ccc(O)c(S(=O)(=O)c3ccccc3)c12	104	95	86	1	/	/	/	/	/
42	CCCN1C2CCCC1CC(NC(=O)NC1CCCCC1)C2 (configuration not stated)	100	97	91	9	-6	/	/	-5	29
43	CN(C)/C(CN1CCOCC1)=C1\N=C(c2ccccc2)OC1=O	/	/	/	8	-5	-12	14	5	17
44	COc1ccc(OC)c(C(=O)c2coc3ccc(OC)cc23)c1	92	87	87	13	-2	-5	4	4	1
45	Cc1ccc(NC(=O)CCC(=O)OCCCC(F)(F)C(F)(F)F)cc1	105	98	89	2	-4	4	-4	9	8
46	Cc1ccc2c(c1)sc1ncc(NC(=O)c3ccccc3)c(=O)n12	105	90	96	/	-7	7	-4	-7	1
47	O=C(CNS(=O)(=O)c1ccc(Br)s1)N1CCCC1	94	80	96	7	-6	0	-1	-2	3
48	CS(=O)(=O)N1CCN(C(=O)Cc2ccccc2)CC1	106	94	104	23	-2	/	/	1	12

# 2 entries drawn at random from the list so far:
No.	SMILES	Lung fibro prol	HUVEC prolif 384	H69AR inhibit	PostGolgi ctrl	S1P2 agonist	sEH activator	sEH inh	PTPN22 act	S1P2 blocker
46	Cc1ccc2c(c1)sc1ncc(NC(=O)c3ccccc3)c(=O)n12	105	90	96	/	-7	7	-4	-7	1
47	O=C(CNS(=O)(=O)c1ccc(Br)s1)N1CCCC1	94	80	96	7	-6	0	-1	-2	3

# Next compounds
No.	SMILES	Lung fibro prol	HUVEC prolif 384	H69AR inhibit	PostGolgi ctrl	S1P2 agonist	sEH activator	sEH inh	PTPN22 act	S1P2 blocker
49	CCCSc1nnc(Cn2c(=O)sc3ccccc32)n1C	100	99	96	12	/	/	/	/	/
50	O=S(=O)(NC1CC2CCC1C2)c1ccc2c(c1)OCCO2 (configuration not stated)	100	101	101	55*	/	/	/	/	/
51	O=C(O)c1cc(NC(=O)C2CCCO2)cc(NC(=O)C2CCCO2)c1 (configuration not stated)	94	93	97	-10	-12	9	-12	0	1
52	CCOC(=O)Cc1csc(NC(=O)c2c(-c3ccccc3)noc2C)n1	94	90	102	6	-5	0	-1	-2	-10
53	COc1cc(/C=C2\S/C(=N/S(=O)(=O)c3ccccc3)NC2=O)c([N+](=O)[O-])cc1OC	96	81	94	/	-3	0	0	-6	8
54	N#Cc1cc2ccccc2nc1SCc1cccnc1	93	95	76	5	/	/	/	/	/
55	COc1cccc(OCCSc2nc(N)cc(N)n2)c1	102	73	87	7	-4	7	-8	3	-1
56	O=C(CC(NS(=O)(=O)c1ccc(Cl)cc1)c1ccco1)NC1CCCC1 (configuration not stated)	92	96	86	1	/	/	/	/	/
57	O=C(Nc1nnc(SCc2ccccc2)s1)c1ccco1	97	86	96	6	-5	18	-18	-1	-1
58	O=C(NC1CCCCC1)n1c(=O)oc2cc(S(=O)(=O)N3CCCCC3)ccc21	107	89	61	1	15	-52	53	-13	12
59	Cc1nnc(Nc2ccccn2)c2ccccc12	94	91	96	65*	/	/	/	/	/
60	O=C(N/N=C\c1cccc(Br)c1)c1ccccc1-n1cccc1	100	95	94	17	-6	-8	9	8	-2
61	Cc1ccc(CN2C(=O)CCC2C(=O)NCc2cccnc2)cc1 (configuration not stated)	87	104	100	24	-7	-6	9	-17	6
62	COC(=O)c1nn(-c2ccccc2)c(Cl)c1/C=N/OCc1ccc(C)cc1	/	/	/	18	-4	10	-6	1	14
63	CC1(C)Cc2ccccc2-c2nnc(SCc3ccc(C#N)cc3)n21	105	102	83	20	-10	-6	4	4	13

# Assay outcomes (PubChem BioAssay)
